# AmpC detergent: inhibitors of E. coli AmpC beta-lactamase with detergent | P00811 | AmpC hydrolysis of nitrocefin, absorbance 480 nm, 0.01% Triton | Potency, µM (highest dose often 114 µM), inactives show top-dose activity change, negative = inhibition, usual class: inhibitors | 0.041% of 370,000 active | AID 485294;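 note: potency is the fitted concentration of half-maximal effect; 0% = no-compound wells and -100% = no-enzyme wells; nearly all actives have a fitted effect of over 25% in size; some results filed as inactive show a strong effect at the top dose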
# Target sequence (P00811 whole entry, looked up): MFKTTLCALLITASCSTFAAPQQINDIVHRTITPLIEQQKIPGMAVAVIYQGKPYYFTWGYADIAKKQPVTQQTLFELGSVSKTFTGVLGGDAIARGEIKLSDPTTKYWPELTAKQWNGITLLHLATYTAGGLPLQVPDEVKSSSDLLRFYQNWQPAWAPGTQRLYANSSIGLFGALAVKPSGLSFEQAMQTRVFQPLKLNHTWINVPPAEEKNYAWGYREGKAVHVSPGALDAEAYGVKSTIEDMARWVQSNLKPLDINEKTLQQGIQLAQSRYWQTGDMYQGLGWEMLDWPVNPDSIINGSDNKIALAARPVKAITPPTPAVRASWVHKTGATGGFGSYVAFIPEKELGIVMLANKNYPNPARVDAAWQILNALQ
#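 20 mM phosphate pH 7.0 + 0.01% (detergent screen) or 0.0001% Triton X-100; 5.3 nM AmpC reagent; cpd preinc 15 min RT; nitrocefin (800 uM stock) to start; A480 q20 s × 4 min; Activity was normalised to no-enzyme and no-compound control wells.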
# AMA1-RON2 inh: AMA1-RON2 (P. falciparum) interaction inhibition. AlphaScreen AMA1-biotinylated RON2 peptide binding. Potency, µM (doses to about 58.2 µM), for the others: at the top dose activity change, negative = inhibition, hits mostly inhibitors. 0.2% of 360,000 active;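 note: potency is the fitted concentration of half-maximal effect; 0% = vehicle wells and -100% = peptide control; nearly all actives have a fitted effect of over 45% in size; some results filed as inactive show a strong effect at the top dose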
#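 AMA1 (3D7) with his tag at 25 nM final met compounds first, then biotinylated RON2 peptide at 25 nM; detection used donor plus acceptor beads, 10 µg/mL apiece, read by AlphaScreen after 30 min at room temperature.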
# AmpC no deterg: AmpC beta-lactamase inhibition without detergent | P00811 | AmpC nitrocefin hydrolysis, absorbance 480 nm, 0.0001% Triton | Potency, µM (doses to about 57.1 µM), for inactives: top-dose activity change, negative = inhibition, usual class: inhibitors | 0.52% of 330,000 active | AID 485341;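 note: potency is the fitted concentration of half-maximal effect; plate controls were no compound for no effect and no enzyme for full effect; nearly all actives have a fitted effect of over 20% in size; some results filed as inactive show a strong effect at the top dose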
#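 20 mM phosphate pH 7.0 + 0.01% (detergent screen) or 0.0001% Triton X-100; 5.3 nM AmpC reagent; cpd preinc 15 min RT; nitrocefin (800 uM stock) to start; A480 q20 s × 4 min; Activity was normalised to no-enzyme and no-compound control wells.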
# Sm TGR inh: blocks Schistosoma mansoni thioredoxin glutathione reductase; Potency, µM (top dose mostly 114 µM), without a hit: top-dose activity change, negative = inhibition, usual class: inhibitors; 3% of 360,000 active; purified TGR, DTNB reduction, TNB absorbance 405 nm; AID 485364; Q962Y6; note: potency is the fitted concentration of half-maximal effect; nearly all actives have a fitted effect of over 60% in size
#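 TGR 20 nM + NADPH 100 uM (dispensed conc.), cpd preinc 15 min RT; start with NADPH (500 uM addition) then DTNB (15 mM addition). Kinetic TNB absorbance, 405 nm filter. Four-parameter Hill fit across titration.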
# Giardia FBPA inh: blocks Giardia fructose-bisphosphate aldolase activity; Potency, µM (highest dose often 59.6 µM), for inactives: at the top dose activity, negative = inhibition, hits mostly inhibitors; 0.71% of 290,000 active; purified Giardia FBPA; A8B2U2; note: potency is the fitted concentration of half-maximal effect; nearly all actives have a fitted effect of over 55% in size
# Target sequence (A8B2U2 whole entry, looked up): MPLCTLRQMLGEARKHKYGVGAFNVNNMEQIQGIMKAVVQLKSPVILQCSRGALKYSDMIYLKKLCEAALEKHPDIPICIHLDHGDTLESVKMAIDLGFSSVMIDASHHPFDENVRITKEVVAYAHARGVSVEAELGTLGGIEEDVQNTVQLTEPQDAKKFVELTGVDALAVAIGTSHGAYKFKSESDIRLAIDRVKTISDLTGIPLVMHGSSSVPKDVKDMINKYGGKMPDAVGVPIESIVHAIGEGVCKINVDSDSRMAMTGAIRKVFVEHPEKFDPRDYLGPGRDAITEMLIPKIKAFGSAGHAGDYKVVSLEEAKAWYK
#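 40 nM FBPA preincubated 10 min at RT with compound (up to 57.5 uM final), then substrate plus GAPDH/TPI/NAD/arsenate coupling and diaphorase/resazurin added. Fluorescence read after 20 min at RT, 525/598 nm.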
# HCMV antiviral: human cytomegalovirus inhibition | HFF cells, HCMV-luciferase reporter, 72 h; hits give low values | activity change, negative = inhibition, % at 57.5 µM | 4.5% of 410,000 active; in the data active = activity change below about -60%; inconclusive = no clear call, values can overlap the other calls; inactive = above about -39%
#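 Screen run at 2 compound doses on HFFs infected with reporter HCMV, MOI 1 PFU/cell. Luciferase activity from cell lysates at 72 h post infection gave inhibition relative to buffer-only and Salinomycin wells.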
# The depositor's hits bear a star; ? = inconclusive; / = no result given; [ ] = remark or other dose. Unless noted, calls come from the whole dose curve; as a rule, active = well fitted curve in the direction sought with a large enough effect; inconclusive = small, poorly fitted or top-dose-only effect, or another doubt; inactive = no such curve, though single readings can be large; an effect the other way counts as inactive or inconclusive. Unless noted, % is set by controls: 0 for no effect and ±100 for the full control effect.
# Preview:
entry	Compound	Sm TGR inh	AmpC no deterg	AMA1-RON2 inh
1	CCN1CCCC1CNS(=O)(=O)c1ccc(C(=O)Nc2ccccc2)cc1 (centres undefined)	-1%	-4%	-5%
2	O=C(O)CSc1nnc(COc2cccc3ccccc23)n1Cc1ccccc1	3%	5%	-4%
3	COc1ccc(N2CC(NC(=O)NCC(C)C)CC2=O)cc1 (centres undefined)	1%	-18%	-2%
4	CN(C)CCn1nnc2c(=O)oc3ccccc3c21	/	-6%	4%
5	N#Cc1c(-c2cccc(F)c2)cc(-c2ccccc2)nc1Br	1%	-31%	-3%
6	CCCCNC(=O)OC1CCS(=O)(=O)C1 (centres undefined)	6%	37%	-6%
7	CCc1cccc(OCCOC(=O)CNS(=O)(=O)c2ccc(NC(C)=O)cc2)c1	?	-18%	-12%
8	Cc1ccccc1NS(=O)(=O)c1ccc(C(=O)NNC(=O)c2ccccc2O)cc1	-1%	-36%	64%[activator]
9	Cc1c(C(=O)c2cccc([N+](=O)[O-])c2)c2ccccn2c1CCC#N	-7%	-30%	-1%
10	COc1ccc([N+](=O)[O-])cc1N(CC(O)CN1CCCC1)S(=O)(=O)c1ccc(C)cc1 (centres undefined)	5%	6%	-8%
11	O=C(Nc1ccc(-c2noc(-c3cccs3)n2)cc1)c1cccnc1	0%	48%	-19%
12	C=CCC(C)(NCc1ccccc1)c1ccccc1 (centres undefined)	1%	?	-3%
13	Cc1occc1-c1nnc(SCC(=O)c2c(N)n(C3CC3)c(=O)[nH]c2=O)n1C	2%	-12%	25%
14	Cc1c(Cl)cccc1NC(=O)c1cc(-c2ccc3c(c2)OCO3)on1	0%	/	/

entry	HCMV antiviral	AmpC detergent	Giardia FBPA inh
1	-2	-13%	-3%
2	-10	-2%	?
3	-36	-1%	3%
4	-23	7%	-1%
5	-18	?	1%
6	-3	-13%	2%
7	-17	1%	/
8	-34	0%	/
9	22	?	-1%
10	-3	4%	-1%
11	17	-1%	-3%
12	15	-3%	-3%
13	0	?	/
14	1	23%	/

# All compounds of this part, from the first entry:
entry	Compound	Sm TGR inh	AmpC no deterg	AMA1-RON2 inh
1	CCN1CCCC1CNS(=O)(=O)c1ccc(C(=O)Nc2ccccc2)cc1 (centres undefined)	-1%	-4%	-5%
2	O=C(O)CSc1nnc(COc2cccc3ccccc23)n1Cc1ccccc1	3%	5%	-4%
3	COc1ccc(N2CC(NC(=O)NCC(C)C)CC2=O)cc1 (centres undefined)	1%	-18%	-2%
4	CN(C)CCn1nnc2c(=O)oc3ccccc3c21	/	-6%	4%
5	N#Cc1c(-c2cccc(F)c2)cc(-c2ccccc2)nc1Br	1%	-31%	-3%
6	CCCCNC(=O)OC1CCS(=O)(=O)C1 (centres undefined)	6%	37%	-6%
7	CCc1cccc(OCCOC(=O)CNS(=O)(=O)c2ccc(NC(C)=O)cc2)c1	?	-18%	-12%
8	Cc1ccccc1NS(=O)(=O)c1ccc(C(=O)NNC(=O)c2ccccc2O)cc1	-1%	-36%	64%[activator]
9	Cc1c(C(=O)c2cccc([N+](=O)[O-])c2)c2ccccn2c1CCC#N	-7%	-30%	-1%
10	COc1ccc([N+](=O)[O-])cc1N(CC(O)CN1CCCC1)S(=O)(=O)c1ccc(C)cc1 (centres undefined)	5%	6%	-8%
11	O=C(Nc1ccc(-c2noc(-c3cccs3)n2)cc1)c1cccnc1	0%	48%	-19%
12	C=CCC(C)(NCc1ccccc1)c1ccccc1 (centres undefined)	1%	?	-3%
13	Cc1occc1-c1nnc(SCC(=O)c2c(N)n(C3CC3)c(=O)[nH]c2=O)n1C	2%	-12%	25%
14	Cc1c(Cl)cccc1NC(=O)c1cc(-c2ccc3c(c2)OCO3)on1	0%	/	/
15	O=C1CC(c2ccco2)CC(O)=C1C=NCC1CCNCC1 (centres undefined)	?	-17%	-6%

entry	HCMV antiviral	AmpC detergent	Giardia FBPA inh
1	-2	-13%	-3%
2	-10	-2%	?
3	-36	-1%	3%
4	-23	7%	-1%
5	-18	?	1%
6	-3	-13%	2%
7	-17	1%	/
8	-34	0%	/
9	22	?	-1%
10	-3	4%	-1%
11	17	-1%	-3%
12	15	-3%	-3%
13	0	?	/
14	1	23%	/
15	4	-9%	-23%

# Additional entries follow:
entry	Compound	Sm TGR inh	AmpC no deterg	AMA1-RON2 inh
16	NC(=O)Nc1ccccc1C(=O)NCCc1ccccc1	7%	2%	-18%
17	COc1ccc(NC(=O)c2ccccc2NC(=O)C2CC=CCC2C(=O)O)cc1 (centres undefined)	-3%	-20%	0%
18	Cn1nc(-c2ccccc2)c(-c2nc(-c3cccc(Cl)c3)no2)c1Cl	-1%	-5%	0%
19	O=C(NC1CCCCC1)C1CCC(CNS(=O)(=O)c2ccccc2)CC1 (centres undefined)	3%	-3%	-1%
20	CCOC(=O)c1sc(NC(=O)c2ccc(S(=O)(=O)N(C)C)cc2)nc1C	2%	-36%	-4%
21	COc1ccc(Br)c(C(=O)Nc2nc3ccccc3[nH]2)c1	-33%	15%	60%[activator]
22	CCOc1ccccc1-n1c(SCC(N)=O)nnc1-c1cccnc1	12%	-14%	5%
23	CC(=O)Nc1ccc(N=Cc2nc(-c3ccc(C)cc3)oc2O)cc1	30%	28%	-15%
24	CCCCNC(=O)c1onc(CSc2ccc(F)c(F)c2)c1C(=O)O	7%	-20%	13%
25	CC(C)(C)NC(=O)C(=O)N/N=C/c1ccc(Br)cc1	3%	-8%	-25%
26	O=C(CCn1c(=O)oc2ccccc21)N(Cc1ccccc1)c1ccccc1	-10%	25%	0%
27	COc1ccc(/C(=N\Nc2ccccc2C(=O)O)c2ccccc2)cc1	-28%	-23%	?
28	O=C1CCC(C(=O)N2CCOCC2)CN1Cc1cccc(C(F)(F)F)c1 (centres undefined)	1%	-6%	-6%
29	CCOc1ccc(S(=O)(=O)N2CCC(C(=O)OCc3ccc(OC)cc3)CC2)cc1	-1%	-9%	4%
30	Nc1c(C(=O)NCc2cccs2)nnn1CC(=O)Nc1cccc(F)c1	0%	/	/

entry	HCMV antiviral	AmpC detergent	Giardia FBPA inh
16	107	0%	-1%
17	32	-7%	/
18	30	-1%	5%
19	-23	2%	3%
20	-21	-13%	-4%
21	-18	-5%	?
22	-12	-5%	-1%
23	-26	-3%	-4%
24	4	?	18%
25	-22	1%	-2%
26	-29	7%	-1%
27	15	2%	1%
28	21	?	5%
29	-18	-9%	/
30	12	-1%	/

# The listing continues:
entry	Compound	Sm TGR inh	AmpC no deterg	AMA1-RON2 inh
31	O=c1[nH][nH]c2cc(=O)n(-c3cccc(C(F)(F)F)c3)nc12	-12%	20µM*	57%[activator]
32	Cc1ccc(N(CC(=O)NCc2ccco2)C(=O)CCC(=O)Nc2nccs2)cc1C	-10%	-2%	-7%
33	Cc1ccc(-n2ncc3c2CC(C)(C)CC3NC(=O)CCn2cncn2)cc1 (centres undefined)	0%	64%[activator]	21%
34	Cn1c(=O)cc(SCC(=O)NCCC2=CCCCC2)c2cc(Cl)ccc21	0%	-15%	2%
35	COc1ccc(Cl)cc1NC(=S)NCCC(c1ccccc1)c1ccccc1	-7%	-32%	49%[activator]
36	CCCCOC(=O)c1ccc(NC(=O)c2cnc3n(c2=O)CCS3)cc1	0%	-18%	4%
37	COc1ccccc1C1CCN(c2cc(O)ccc2[N+](=O)[O-])CC1	-6%	-58%	-26%
38	CCN(CC)C1CCN(C(=O)c2ccc3nc(Cc4ccc(OC)cc4)oc3c2)C1 (centres undefined)	0%	44%	2%
39	Cn1c(CNC(=O)c2ccco2)nnc1SCC(=O)Nc1c(F)cc(F)cc1Br	/	-9%	7%
40	Cc1nn(-c2nc3ccccc3[nH]2)c(N)c1-c1ccc(Cl)cc1	10%	-50%	28%
41	COc1ccccc1Nc1nc(-c2sc(NC(=O)C(C)(C)C)nc2C)cs1	1%	-9%	-4%
42	COc1ccc(C(=O)CN2C(=O)NC3(CCCc4ccccc43)C2=O)cc1 (centres undefined)	13%	-8%	-14%
43	O=c1[nH]c(=O)n(Cc2ccccc2)c2nc(-c3cccs3)n(CCO)c12	5%	-17%	13%
44	CN1CCN(S(=O)(=O)c2ccc(N3CCN(c4ccccc4O)CC3)c([N+](=O)[O-])c2)CC1	-15%	163%[activator]	-19%
45	CCCCC(=O)Nc1ccc(NC(=S)NC(=O)c2ccco2)cc1OC	?	-4%	37%[activator]

entry	HCMV antiviral	AmpC detergent	Giardia FBPA inh
31	?	2%	-3%
32	23	-4%	4%
33	1	-5%	/
34	-23	?	1%
35	-19	?	-7%
36	-20	4%	2%
37	-72*	3%	-5%
38	-32	?	0%
39	-13	2%	2%
40	-68*	-10%	-13%
41	-88*	-1%	-6%
42	-19	5%	/
43	5	3%	0%
44	-10	-14%	/
45	69	?	-14%

# Entries of single compounds, looked up by structure. Values in the order: Sm TGR inh	AmpC no deterg	AMA1-RON2 inh	HCMV antiviral	AmpC detergent	Giardia FBPA inh
# Results for Cn1c(=O)cc(SCC(=O)NCCC2=CCCCC2)c2cc(Cl)ccc21 : 0%	-15%	2%	-23	?	1%
# Results for CN(C)CCn1nnc2c(=O)oc3ccccc3c21 : /	-6%	4%	-23	7%	-1%

# (list continues)
entry	Compound	Sm TGR inh	AmpC no deterg	AMA1-RON2 inh
46	CCOc1cc(N2CCOCC2)c(OCC)cc1NS(=O)(=O)c1ccc(Cl)s1	-14%	0%	-19%
47	COc1ccc(CC(=O)Nc2ccc(OC(C)=O)cc2C(=O)O)cc1	5%	-21%	2%
48	COc1ccc(CCn2c(-c3cccc([N+](=O)[O-])c3)nc3nc4ccccc4nc32)cc1OC	1%	-47%	-10%
49	Cc1ccc2c(c1)N(C(=O)CCC(=O)NCc1ccccc1)CC(C)O2 (centres undefined)	-4%	56%	6%
50	CC(=O)Nc1nc(Cn2nnc(-c3ccc4c(c3)OCO4)n2)nc(N(C)C)n1	-4%	-15%	12%
51	CN(C(=O)CSc1ncnc2ccccc12)C1CCS(=O)(=O)C1 (centres undefined)	1%	-10%	-4%
52	Cc1ccc2[nH]c(=O)c(CN(CCCN(C)C)C(=O)Nc3ccc(F)cc3)cc2c1	/	-2%	-6%
53	Cc1nn(C(C)C(=O)NCC2CCCO2)c(=O)c2c1sc1ccccc12 (centres undefined)	0%	30%	7%
54	c1ccc(CCc2nc(-c3ccncc3)no2)cc1	12%	-16%	-8%

entry	HCMV antiviral	AmpC detergent	Giardia FBPA inh
46	7	?	?
47	-4	5%	1%
48	-35	-15%	0%
49	-31	?	14%
50	26	?	0%
51	-22	?	/
52	3	-7%	2%
53	-15	3%	/
54	31	?	1%

# Compound activity from PubChem.
